Screening data (PubChem)
TDP1 inh: inhibitors of human tyrosyl-DNA phosphodiesterase TDP1. Q9NUW8. recombinant TDP1, AlphaScreen DNA substrate cleavage. Potency, µM (top dose mostly 130 µM), without a hit: at the highest dose activity change, negative = inhibition, actives largely listed as inhibitors. 350,000 tested, 0.28% active; note: nearly all actives have a fitted effect of over 40% in size
Target sequence (Q9NUW8 whole entry, looked up): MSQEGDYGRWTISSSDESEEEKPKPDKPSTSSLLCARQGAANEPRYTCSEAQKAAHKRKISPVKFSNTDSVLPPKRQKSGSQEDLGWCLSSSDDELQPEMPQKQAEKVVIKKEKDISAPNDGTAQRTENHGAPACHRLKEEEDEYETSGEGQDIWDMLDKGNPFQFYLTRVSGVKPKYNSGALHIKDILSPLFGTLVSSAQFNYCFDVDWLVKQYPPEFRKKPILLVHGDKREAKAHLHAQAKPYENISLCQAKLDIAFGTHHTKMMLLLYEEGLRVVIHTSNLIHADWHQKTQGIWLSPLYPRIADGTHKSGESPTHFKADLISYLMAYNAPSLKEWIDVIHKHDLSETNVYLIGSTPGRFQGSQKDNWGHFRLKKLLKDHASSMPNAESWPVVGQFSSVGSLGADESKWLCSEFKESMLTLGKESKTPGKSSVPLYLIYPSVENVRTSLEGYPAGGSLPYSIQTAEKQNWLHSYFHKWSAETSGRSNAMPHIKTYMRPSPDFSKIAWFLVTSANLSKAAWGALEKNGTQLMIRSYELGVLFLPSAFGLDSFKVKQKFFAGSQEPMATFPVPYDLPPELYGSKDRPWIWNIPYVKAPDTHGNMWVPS
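AlphaScreen read-out: signal falls as enzyme removes the 3' tyrosine-FITC from a 5'-biotinylated DNA oligo (15 nM, 5 min, RT). Enzyme was E. coli-made recombinant Tdp1 at 1 nM, exposed to compound for 15 min beforehand; beads 10 ug/ml, 10 min.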
N370S GC mod: inhibits or activates N370S mutant glucocerebrosidase. 330,000 tested, 0.092% active. Potency, µM (highest dose often 59.4 µM), for inactives: top-dose activity change, negative = inhibition, usual class: inhibitors. P04062. N370S GC spleen homogenate, 4MU-glucoside fluorescence;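 note: 0% = full enzyme activity and -100% = no enzyme basal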
DT40 TDP1 no CPT: qHTS for Inhibitors of human tyrosyl-DNA phosphodiesterase 1 (TDP1): qHTS in cells in absence of CPT; DT40 Tdp1-/- hTDP1 cells, no CPT, ATP luminescence, 48 h; Potency, µM (series often up to 46.2 µM), for the others: at the top dose activity change, negative = growth inhibition, hits mostly inhibitors; 420,000 tested, 15% active; note: nearly all actives have a fitted effect of over 55% in size
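Camptothecin absent (DMSO only). Human TDP1-complemented DT40 knockout cells, 400 cells/well, 37 °C for minimum 48 hr; ATP measured via CellTiter-Glo, 30 min dark incubation, luminescence.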
Starred values were filed as active, the others as inactive; ? = inconclusive; . = no result given; & = joins results of further samples; [ ] = dose if it differs, or a comment. Calls come from the whole dose curve; as a rule, active = well fitted curve in the direction sought with a large enough effect; inconclusive = small, poorly fitted or top-dose-only effect, or another doubt; inactive = no such curve, though single readings can be large; an effect the other way counts as inactive or inconclusive. Unless noted, % is set by controls: 0 for no effect and ±100 for the full control effect; potency is the fitted concentration of half-maximal effect. An excerpt, so the mix of outcomes need not match the whole.

1. CCc1ccc(S(=O)(=O)Nc2nccs2)cc1
2. CSc1cccc(NC(=O)COc2ccccc2C)c1
3. Cc1ccc(S(=O)(=O)NCC(=O)N2CCN(c3ccccn3)CC2)cc1
4. COc1ccc(NC(=O)Cn2ncc3c(C)n(Cc4cccc(Cl)c4)c(C)c3c2=O)cc1
5. Cc1csc(NC(=O)C(NS(=O)(=O)c2ccc(Br)s2)c2ccccc2)n1 (configuration not stated)
6. Cc1cccc(NC(=O)Nc2ccc(Oc3c(F)c(F)c(F)c(F)c3F)cc2)c1

assay / entry	1	2	3	4	5	6
DT40 TDP1 no CPT	-11.3%	?	2.0%	-28.3%	-16.4%	-5.4%
TDP1 inh	3.5%	0.0%	2.2%	2.5%	7.8%	0.0%
N370S GC mod	-3.7%	10.1%	4.6%	.	6.4%	9.9%

7. CC1=C(C)CC(C(=O)NCc2c(F)cccc2Cl)C(C(=O)O)C1 (configuration not stated)
8. COc1ccc(C(=O)/C=C(\N)C(F)(F)F)c(O)c1
9. CN(C)S(=O)(=O)n1cc(/C=C(\NC(=O)c2ccccc2)C(=O)N2CCOCC2)c2ccccc21
10. O=C(O)CCCNC(=O)/C(=C\c1ccc(Cl)cc1)NC(=O)c1ccc(Br)cc1
11. CCNC(=O)c1c(C)oc2ncn(C)c(=O)c12
12. CC(C)C[C@H](NC(=O)[C@@H](Cc1c[nH]c2ccccc12)NC(=O)[C@H](Cc1ccc(O)cc1)NC(=O)[C@H](CO)NC(=O)[C@H](Cc1c[nH]c2ccccc12)NC(=O)[C@H](Cc1cnc[nH]1)NC(=O)[C@@H]1CCC(=O)N1)C(=O)N[C@@H](CCCN=C(N)N)C(=O)N1CCC[C@H]1C(=O)NCC(N)=O

assay / entry	7	8	9	10	11	12
DT40 TDP1 no CPT	-1.0%	-17.4%	12.8%	1.5%	-19.4%	.
TDP1 inh	.	-1.0%	4.2%	0.6%	-1.1%	10.2%
N370S GC mod	-15.7%	-7.3%[2.35 µM]	-1.5%	1.3%	.	-6.9%

13. C#CCOCCOCCOCCNc1nc(N2CCN(C(=O)CCCCCCCCCCNC(=O)[C@@H](CCC(=O)O)n3cc(CCCCCN)nn3)CC2)nc(N2CCN(C(=O)CCCCCCCCCCNC(=O)[C@H](CO)n3cc(CCCSC)nn3)CC2)n1
14. c1ccc(Nc2nc(N3CCCC3)nc(N3CCCC3)n2)cc1
15. CCC(=O)n1nc(-c2ccccc2)nc1N
16. Cc1ccc(C(=O)CCC(=O)OCC(=O)N(CC(C)C)c2c(N)n(Cc3ccccc3)c(=O)[nH]c2=O)cc1
17. CCCCC/C(=N\NC(=O)CCC(=O)NCc1ccccc1)c1ccccc1
18. CC1CCN(C(=O)COC(=O)COc2ccccc2C#N)CC1

assay / entry	13	14	15	16	17	18
DT40 TDP1 no CPT	-29.4%	-25.8%	0.7%	-1.6%	?	20.6%
TDP1 inh	6.3%	6.0%	0.0%	.	7.6%	-1.2%[56.1 µM]
N370S GC mod	?	12.5%	25.3%	-3.6%	-12.9%	.

19. CC(C)COC(=O)N1C[C@H](O)C[C@H]1C(=O)Nc1ccc(Cl)cc1
20. O=C(C1=C(O)/C(=C/c2ccc(O)cc2)CCC1)C(F)(F)F
21. Cc1ccc(C)c(NS(=O)(=O)c2cc(C(=O)Nc3cccc(N(C)S(C)(=O)=O)c3)ccc2C)c1
22. O=C(NNC(=O)c1sccc1-n1cccc1)c1ccc(F)cc1
23. C[n+]1ccccc1N1CCN(c2ccccc2Cl)CC1
24. COc1cc2c(cc1NC(=S)NC(=O)c1c(OC)cccc1OC)oc1ccccc12

assay / entry	19	20	21	22	23	24
DT40 TDP1 no CPT	0.0%	-16.1%	?	-6.8%	?	?
TDP1 inh	.	3.3%	7.4%	-1.8%	2.8%	3.0%
N370S GC mod	-1.7%	-28.9%	-4.4%	-7.1%	-8.3%	-5.0%

25. C/C(=N\Nc1ccc(Cl)c(C(=O)O)c1)c1cccc2ccccc12
26. C[N+](C)(C)CCN(Cc1ccc(Cl)cc1)c1ccccn1
27. Clc1cc2cccnc2c2ncccc12
28. CC(=O)c1ccc(NC(=O)CNCc2cccs2)cc1
29. CS(=O)(=O)N1N=C(c2ccco2)CC1c1ccc(Cl)cc1Cl (configuration not stated)
30. COC(=O)c1c(NC(=O)C2c3ccccc3Oc3ccccc32)sc2c1CCC(C(C)(C)C)C2 (configuration not stated)

assay / entry	25	26	27	28	29	30
DT40 TDP1 no CPT	-1.2%	16.4µM*	1.2%	-3.3%	?	?
TDP1 inh	-3.6%	1.0%	0.1%	.	2.7%	2.1%
N370S GC mod	-10.8%	0.3%	.	-14.7%	-0.4%	.

31. Cc1cc(C)c(C#N)c(SCC(=O)Nc2nnc(-c3ccccc3)s2)n1
32. CC(=O)Nc1nccc(-c2cc(-c3ccccc3)no2)n1
33. COc1ccc(-c2nc3c(c4c2C[C@H](c2ccccc2)OC4)CN(C(=O)c2ccco2)CC3)c(C)c1
34. COc1ccc2ccccc2c1/C=N\NC(=O)c1ccc(C)s1
35. C=CCc1cc(Cl)ccc1OCCNCCOC
36. O=C(Nc1cccc(Cl)c1)c1cnc[nH]1

assay / entry	31	32	33	34	35	36
DT40 TDP1 no CPT	-13.3%	?	.	?	-24.8%	13.1%&-7.8%
TDP1 inh	.	-1.2%	13.1%[12.3 µM]	4.2%	5.4%	3.2%
N370S GC mod	3.3%	-23.4%	4.4%[12.8 µM]	?	8.0%	3.3%

Three neighbouring records out of the list so far, for reference:
1. CCc1ccc(S(=O)(=O)Nc2nccs2)cc1
2. CSc1cccc(NC(=O)COc2ccccc2C)c1
3. Cc1ccc(S(=O)(=O)NCC(=O)N2CCN(c3ccccn3)CC2)cc1

assay / entry	1	2	3
DT40 TDP1 no CPT	-11.3%	?	2.0%
TDP1 inh	3.5%	0.0%	2.2%
N370S GC mod	-3.7%	10.1%	4.6%

(listing goes on)
37. O=C(c1cnccn1)N(Cc1ccco1)C1(C(=O)NC2CCCC2)CCCCC1
38. CCOC(=O)CSc1nc2sc(C)c(C)c2c(=O)n1N
39. Cc1ccc(Cn2ccc(=O)c(Cc3c(Cl)cccc3Cl)c2C)cc1
40. c1ccc(CN(Cc2cccs2)C(c2cccs2)c2nnnn2C2CCCC2)cc1 (configuration not stated)
41. CCC(C)NC(=O)CSCc1nc(-c2ccc(C)cc2)oc1C (configuration not stated)
42. COc1ccc(CCNc2oc(COc3ccc(Br)cc3)nc2C#N)cc1OC

assay / entry	37	38	39	40	41	42
DT40 TDP1 no CPT	-26.8%	?	-24.2%	18.4µM*	?	20.6µM*
TDP1 inh	0.7%	5.6%	2.0%	7.0%	4.6%	9.8%
N370S GC mod	3.0%	-13.7%	8.9%	10.2%	.	18.0%

43. CCN(C(=O)c1ccc2c(Cl)c3c(nc2c1)CCC3)c1cccc(C)c1
44. Cc1ccc(N2CC(C(=O)Nc3ccc4c(c3)OCCO4)CC2=O)cc1 (configuration not stated)
45. O=C(NC1CCCCC1)C(c1ccncc1)N(Cc1ccc(F)cc1)C(=O)c1ccccn1 (configuration not stated)
46. COc1ccc(CC(=O)N2CC3(C)CC2CC(C)(C)C3)cc1OC (configuration not stated)
47. Cc1nc2c(C(=O)N3CCOCC3)cnn2c(C)c1Cc1cccc(Cl)c1
48. COC1=CC(=Cc2c(N)n3nc(CC(=O)N4CCOCC4)sc3nc2=O)C=C(OC)C1=O

assay / entry	43	44	45	46	47	48
DT40 TDP1 no CPT	.	-7.9%	-8.1%	?	.	-6.3%
TDP1 inh	1.3%	4.3%	.	4.2%	4.7%	-0.7%
N370S GC mod	17.1%	1.4%	1.5%	4.3%	-5.7%	-3.6%

49. CCN1C(=O)/C(=C\c2ccc(F)cc2)N=C1SCC(=O)NCc1ccco1
50. Cc1cccc(NC(=O)COc2ccccc2C)n1
51. Cc1ccccc1CNC(=O)C1CCN(c2nn3cc(-c4ccc(F)cc4)nc3s2)CC1
52. CCOc1cc(/C=N/NC(=O)C(=O)NCc2cccnc2)ccc1O
53. COc1ccc(N2C(=O)C(Cl)=C(Nc3ccccc3O)C2=O)cc1
54. COCCn1c(=O)c(CCc2ccccc2)nc2cnc(Oc3cccc(Cl)c3)nc21

assay / entry	49	50	51	52	53	54
DT40 TDP1 no CPT	-0.3%	-22.7%	-13.9%	-10.9%	?	?
TDP1 inh	5.3%	-1.1%	5.0%	4.9%	9.3%	.
N370S GC mod	4.5%	15.7%	.	0.9%	-14.1%	5.7%

55. CC(C)CN(C(=O)CN(C)CC(=O)Nc1ccc(Cl)c(C(F)(F)F)c1)c1c(N)n(CC(C)C)c(=O)[nH]c1=O
56. O=C(CSc1nnc(-c2cccc(Br)c2)o1)N1CCNC1=O
57. COCCn1c(C)cc(C(=O)COC(=O)c2c(C)nn(Cc3ccccc3)c2C)c1C
58. O=C1CC(c2ccccc2)n2nc(NC(=O)c3cccs3)nc2N1 (configuration not stated)
59. O=C(Nc1nc(-c2cccnc2)cs1)c1cccc([N+](=O)[O-])c1
60. O=C(Nc1ccc(Cl)c(Cl)c1)C1CC(=O)N(c2ccc(Br)cc2)C1 (configuration not stated)

assay / entry	55	56	57	58	59	60
DT40 TDP1 no CPT	18.4µM*	-0.1%	?	-12.7%	23.1µM*	?
TDP1 inh	-0.7%	-3.0%	3.9%	-4.2%	5.1%	0.0%
N370S GC mod	.	.	-5.4%	6.0%	-0.1%	-1.1%

Single entries from the entries so far:
N370S GC mod, `COCCn1c(C)cc(C(=O)COC(=O)c2c(C)nn(Cc3ccccc3)c2C)c1C` is entered as -5.4%
N370S GC mod, `O=C(Nc1ccc(Cl)c(Cl)c1)C1CC(=O)N(c2ccc(Br)cc2)C1` (configuration not stated) is entered as -1.1%
N370S GC mod, `O=C1CC(c2ccccc2)n2nc(NC(=O)c3cccs3)nc2N1` (configuration not stated) is entered as 6.0%

Going on with the list.
61. O=c1c(Cl)c(NS(=O)(=O)c2ccccc2)cnn1-c1ccccc1
62. O=C1C2C(c3ccccc3)=NN(c3ccccc3)C2C(=O)N1c1ccccc1 (configuration not stated)
63. COc1ccc(Nc2nnc(SCC(=O)Nc3cc(C)on3)s2)cc1
64. Nc1nc(CN2CCN(Cc3ccccc3)CC2)nc(Nc2ccc3c(c2)OCCO3)n1
65. Cc1nc(-c2ccc(Cl)cc2)sc1CCNC(=O)C(=O)Nc1ccccc1C#N
66. COc1ccc(Nc2nc3ccccc3n3nnnc23)cc1

assay / entry	61	62	63	64	65	66
DT40 TDP1 no CPT	18.7%	-23.2%	-1.3%	-25.9%	-25.7%	?
TDP1 inh	.	-10.1%	2.3%	6.3%	5.3%	1.1%
N370S GC mod	-3.1%	21.5%	2.3%	?	.	11.4%

67. O=C(CSc1nnc(-c2ccco2)n1Cc1ccccc1)NC(=O)NCc1ccccc1
68. O=C(NC1CCCCCC1)c1ccccc1-c1ccccc1
69. CCOc1ccc(C)cc1S(=O)(=O)n1nc(C)cc1C
70. Cc1ccc(-n2c(SCC(=O)NCc3ccc(F)cc3)nc3c([nH]c4ccccc43)c2=O)cc1
71. CN1CCc2c(sc3c2C(=O)NC(c2ccc(-c4ccc(Cl)cc4)o2)N3)C1 (configuration not stated)
72. CC(C)NC(=O)c1onc(CSc2cccc(Cl)c2)c1C(=O)O

assay / entry	67	68	69	70	71	72
DT40 TDP1 no CPT	?	?	0.5%	23.1µM*	?	-16.6%
TDP1 inh	4.2%	-0.6%	5.5%	-1.1%	6.3%	3.1%
N370S GC mod	18.6%	4.8%	4.5%	.	1.4%	.

73. CCOc1ccc(NC(=O)C2C3CCC4C(CCC32)C4(Cl)Cl)cc1 (configuration not stated)
74. CC(C)c1ccc(OCC(O)Cn2cnc3ccccc32)cc1 (configuration not stated)
75. CCn1c(C)nc2cc(C(N)=O)ccc21
76. C/C(=N\NC(=O)c1ccccc1O)c1ccc(NC(=O)c2ccccc2)cc1
77. Cc1cc(C=NCCO)c(C)n1-c1cc(Cl)ccc1Cl
78. COCCNC(=O)c1ccc(-n2c(SCc3cccnc3)nc3ccccc3c2=O)cc1
79. COC(=O)C1C(=O)/C(=C(/C)N2CCCC2)C(=O)CC1(C)C (configuration not stated)
80. CCOc1ccccc1NC(C)C(=O)NC(=O)NC1CCCCC1 (configuration not stated)
81. COc1cc(C2c3[nH]c4ccccc4c3C[C@H]3C(=O)N(C4CC4)CC(=O)N23)ccc1OC(C)C (some centres not stated)

assay / entry	73	74	75	76	77	78	79	80	81
DT40 TDP1 no CPT	?	14.6µM*	-0.1%	-11.9%	?	?	-7.8%	-28.0%	-25.2%
TDP1 inh	0.0%	4.2%	.	-3.5%	7.5%	5.1%	-7.9%	5.5%	.
N370S GC mod	20.7%	-1.8%	-2.9%	-11.5%	0.4%	-0.2%	.	.	-7.0%
